Screens deposited in PubChem BioAssay by National Center for Advancing Translational Sciences (NCATS).
AmpC detergent = inhibitors of E. coli AmpC beta-lactamase with detergent; Potency, µM (titrated, usually from 114 µM), inactives show at the highest dose activity change, negative = inhibition, usual class: inhibitors; AID 485294; P00811; AmpC hydrolysis of nitrocefin, absorbance 480 nm, 0.01% Triton; hit rate 0.041% among 370,000;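 also: potency is read from the fitted curve at half-maximal effect; 0% = no-compound wells and -100% = no-enzyme wells; nearly all actives have a fitted effect of over 25% in size; some results filed as inactive show a strong effect at the top dose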
Target sequence (P00811 whole entry, looked up): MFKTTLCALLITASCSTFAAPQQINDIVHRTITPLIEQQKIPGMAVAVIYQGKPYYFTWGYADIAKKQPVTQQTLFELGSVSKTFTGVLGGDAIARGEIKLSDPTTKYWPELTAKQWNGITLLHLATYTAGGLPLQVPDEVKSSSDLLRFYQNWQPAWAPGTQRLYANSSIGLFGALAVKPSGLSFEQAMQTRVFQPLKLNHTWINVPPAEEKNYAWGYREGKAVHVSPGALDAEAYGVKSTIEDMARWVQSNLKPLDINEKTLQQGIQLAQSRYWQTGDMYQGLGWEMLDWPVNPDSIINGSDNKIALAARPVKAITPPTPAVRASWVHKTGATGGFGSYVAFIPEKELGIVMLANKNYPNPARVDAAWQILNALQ
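AmpC (5.3 nM in the dispensed reagent) in 20 mM phosphate pH 7.0 with 0.01% (detergent screen) or 0.0001% Triton X-100 was preincubated with compounds for 15 min at room temperature. Nitrocefin was then added from an 800 uM solution, and hydrolysis was followed at 480 nm.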
HCV inh = HCV inhibition; Huh7.5.1 HCVcc-Cre infection, luciferase reporter, 44 h; Potency, µM (titrated, usually from 41.8 µM), without a hit: at the top dose activity change, negative = inhibition, actives largely listed as inhibitors; hit rate 3.4% among 340,000; also: potency is read from the fitted curve at half-maximal effect
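Cells seeded at 1,000/well and cultured 4 h, then compounds added followed by HCVcc-Cre virus (~0.5 moi). After 44 h further culture, luciferase substrate was added, plates held 15 min at room temperature, and luminescence read for 15 sec.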
AmpC no deterg = inhibitors of E. coli AmpC beta-lactamase without detergent; P00811; AmpC nitrocefin hydrolysis, absorbance 480 nm, 0.0001% Triton; Potency, µM (highest dose often 57.1 µM), for inactives: at the highest dose activity change, negative = inhibition, usual class: inhibitors; hit rate 0.52% among 330,000;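 also: potency is read from the fitted curve at half-maximal effect; plate controls were no compound for no effect and no enzyme for full effect; nearly all actives have a fitted effect of over 20% in size; some results filed as inactive show a strong effect at the top dose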
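20 mM phosphate pH 7.0 + 0.01% (detergent screen) or 0.0001% Triton X-100; 5.3 nM AmpC reagent; cpd preinc 15 min RT; nitrocefin (800 uM stock) to start; A480 q20 s × 4 min; Activity was normalised to no-enzyme and no-compound control wells.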
HCMV antiviral = inhibitors of human cytomegalovirus; hit rate 4.5% among 410,000; HFF cells, HCMV-luciferase reporter, 72 h; stronger effect = lower value; activity change, negative = inhibition, % at 57.5 µM; in the data active = activity change below about -60%; inconclusive = no clear call, values can overlap the other calls; inactive = above about -39%
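Inhibition of viral replication was scored as loss of reporter luminescence in HFFs infected with HCMV-luciferase (MOI 1 PFU/cell) for 72 h; compounds tested at 2 doses, normalized to buffer and Salinomycin controls.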
TbPYK inhibitor = blocks Trypanosoma brucei pyruvate kinase. Q57TT1. TbPYK enzyme, Kinase-Glo Plus ATP luminescence, 45 min. Potency, µM (doses to about 76.8 µM), without a hit: top-dose activity, negative = inhibition, hits mostly inhibitors. hit rate 0.12% among 410,000. AID 624173; also: potency is read from the fitted curve at half-maximal effect; nearly all actives have a fitted effect of over 50% in size
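Luminescence from Kinase-Glo Plus, added after a 45-minute room-temperature reaction, served as the end-point read-out. The enzyme and substrate were preincubated with compound before ADP (130 uM final) initiated turnover. Concentration-effect curves came from normalized qHTS data.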
LmPK inhibitor = inhibitors of Leishmania mexicana pyruvate kinase; purified LmPK, Kinase-Glo ATP luminescence, 1 h; Potency, µM (doses to about 57.5 µM), without a hit: top-dose activity change, negative = inhibition, most hits filed as inhibitors; hit rate 0.37% among 290,000; AID 1721; also: potency is read from the fitted curve at half-maximal effect
Target sequence (Q27686 whole entry, looked up): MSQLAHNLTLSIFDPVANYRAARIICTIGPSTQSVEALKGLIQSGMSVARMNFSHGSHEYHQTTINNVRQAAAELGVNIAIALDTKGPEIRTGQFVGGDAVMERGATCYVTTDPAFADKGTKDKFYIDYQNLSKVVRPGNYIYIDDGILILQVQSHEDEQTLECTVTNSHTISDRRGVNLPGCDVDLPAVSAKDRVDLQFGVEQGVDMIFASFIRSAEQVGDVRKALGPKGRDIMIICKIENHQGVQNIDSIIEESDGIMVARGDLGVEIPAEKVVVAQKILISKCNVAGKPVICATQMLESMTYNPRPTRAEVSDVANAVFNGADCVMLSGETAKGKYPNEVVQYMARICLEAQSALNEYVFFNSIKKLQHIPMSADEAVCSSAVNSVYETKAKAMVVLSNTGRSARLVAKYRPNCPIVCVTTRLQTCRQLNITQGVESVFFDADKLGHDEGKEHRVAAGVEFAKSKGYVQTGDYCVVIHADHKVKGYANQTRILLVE
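Kinase-Glo luminescence read after 1 h RT reaction of 0.1 nM LmPK with 0.5 mM PEP and 0.1 mM ADP. Activity scaled between uninhibited and enzyme-free controls.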
AMA1-RON2 inh = AMA1-RON2 (P. falciparum) interaction inhibition. AlphaScreen AMA1-biotinylated RON2 peptide binding. Potency, µM (series often up to 58.2 µM), for inactives: at the top dose activity change, negative = inhibition, hits mostly inhibitors. hit rate 0.2% among 360,000. AID 720542;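 also: potency is read from the fitted curve at half-maximal effect; 0% = vehicle wells and -100% = peptide control; nearly all actives have a fitted effect of over 45% in size; some results filed as inactive show a strong effect at the top dose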
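AMA1 (3D7) with his tag at 25 nM final met compounds first, then biotinylated RON2 peptide at 25 nM; detection used donor plus acceptor beads, 10 µg/mL apiece, read by AlphaScreen after 30 min at room temperature.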
Active calls of the source: *; ? = inconclusive; / = no result given; & = joins results of further samples; ! = repeats disagree; [ ] = dose if it differs, or a comment. Unless noted, calls follow the shape of the dose curve; as a rule, active = well fitted curve in the direction sought with a large enough effect; inconclusive = small, poorly fitted or top-dose-only effect, or another doubt; inactive = no such curve, though single readings can be large; an effect the other way counts as inactive or inconclusive. Unless noted, % is scaled to controls: 0 for no effect and ±100 for the full control effect. Hits appear at their usual frequency. Share with any hit: about 7.5%.

SMILES	AmpC detergent	HCV inh	AmpC no deterg	HCMV antiviral	TbPYK inhibitor	LmPK inhibitor	AMA1-RON2 inh
Cc1cccc(C)c1NC(=O)CN(C1CCCCC1)S(C)(=O)=O	-4%	16%	-1%	-3	-2%	-3%	-10%
CCN(CCn1cccn1)C(=O)CC1C(=O)NCCN1Cc1cc(OC)cc(OC)c1 (stereo not drawn)	9%	17%	25%	-31	1%	1%	13%
NC(=O)c1c(NC(=O)COC(=O)c2ccc(O)c(Cl)c2)sc2c1CCCC2	/	-13%	16µM*	11	-24%	/	24%
CC(C)Cc1nc2ccc(N)cc2[nH]1	9%	12%	-28%	45	3%	-5%	-13%
CC(=O)Nc1cccc(-c2ccnc3c2CC(C)(C(=O)NCc2cccc(Cl)c2)O3)c1 (stereo not drawn)	/	/	/	-32	0%	/	-6%
Fc1ccc(CSc2ncnc3c2ncn3C2CCCCO2)cc1 (stereo not drawn)	/	?	/	-13	3%	/	-4%
COc1ccc(NC(=O)CSc2nc3ccccc3n2Cc2cccc(OC)c2)cc1	6%	/	/	-27	-3%	/	/
CCCNS(=O)(=O)c1ccc(CCC(=O)Nc2cc(Cl)ccc2Oc2ccccc2)cc1	?	10µM*	-23%	-2	6%	5%	3%
C[C@@H]1CN([C@@H](C)CO)C(=O)c2cc(C3=CCCCC3)cnc2O[C@H]1CN(C)C(=O)Nc1cccc(F)c1	/	/	/	13	-16%	/	-5%
CCOc1cc(C)c(C(C)C)cc1S(=O)(=O)n1cnc(C)c1	0%	-7%	218%[activator]	-28	-2%	2%	-12%
CCOc1cc(N2CCOCC2)c(OCC)cc1NC(=O)C1CCCC1	0%	1%	-1%	11	-4%	5%	-7%
O=C1CSC(c2ccncc2)N1Cc1ccco1 (stereo not drawn)	-14%	21%	-19%	-8	-19%	-1%	1%
CC(=O)c1sc(NC(=O)Cc2c(F)cccc2Cl)nc1C	-9%	?	-41%	-9	4%	-3%	-6%
CCOc1ccc(CN2CCN(Cc3nc(C(C)C)cs3)CC2CCO)cc1 (stereo not drawn)	11%	?	153%[activator]	-34	8%	4%	10%
O=c1cc(-c2ccccc2)c2c([nH]1)CCCC2	0%	/	-11%	10	?	-2%	8%
COc1ccc(CCNC(=O)COc2nsnc2N2CCOCC2)cc1OC	1%	11%	-1%	-11	2%	4%	-16%
CN(C)C(=O)C12CCC(C)(c3nc4ccccc4nc31)C2(C)C (stereo not drawn)	-13%	5%	-1%	23	2%	4%	7%
CC(=O)Nc1ccc(C(=O)OCc2ccc(F)cc2)cc1	-4%	-5%	52%	-26	-4%	1%	6%
COc1cccc(CN(CC(=O)NC2CCCC2)C(=O)CCC(=O)Nc2cc(C)on2)c1	-5%	19%	18%	-81*	1%	2%	7%
O=C1NC(=S)SC1=Cc1ccccc1Cl	/	9%	/	23	8%	/	3%
O=C(/C=C/c1ccccc1Cl)NCCCn1ccnc1	-7%	14%	-9%	18	-6%	-4%	-3%
CC(C)(C)[C@@H]1C=C(C(=O)NCc2ccccc2)O[C@H](OCc2ccc(CO)cc2)C1	-5%	36%[activator][8.37 µM]	22%	-2	5%	5%	16%
Cc1ccc(-c2nnc(N3CCCCCC3)c3ccccc23)cc1	-12%	?	-18%	?	-5%	4%	-12%
COc1ccc(OC)c(N)c1	-15%	-12%	-2%	9	?	-1%	?
Cc1ccc(C(=O)NCCc2nc3ccccc3[nH]2)cc1[N+](=O)[O-]	?	-13%	-19%	2	5%	2%	-16%
COc1ccccc1N1CCN(S(=O)(=O)CCNC(=O)CCCc2ccccc2)CC1	?	?	?	-19	-3%	/	-4%
CCOc1[nH]n(-c2ccccc2)c(=O)c1C=Nc1ccc(F)cc1F	-4%	-21%	-26%	-3	-2%	-1%	35%[activator]
CC(C)(C)c1ccc(/C=C2\CCn3c2nc2cc(C(=O)O)ccc2c3=O)cc1	-14%	14%	-35%	/	1%	5%	7%
CCc1ccc(Nc2n[n+](-c3ccccc3)c(-c3ccc(SC)cc3)s2)cc1	?	-26%	44%	-65*	-14%	-6%	0%
CC(=O)c1cc(-c2ccccc2)n(CCC(=O)NC2CCC(C)CC2)c1C (stereo not drawn)	?	-2%	30%	-14	-8%	2%	-3%

Whole records from above:
CC(=O)c1sc(NC(=O)Cc2c(F)cccc2Cl)nc1C across the screens: AmpC detergent = -9%; HCV inh = ?; AmpC no deterg = -41%; HCMV antiviral = -9; TbPYK inhibitor = 4%; LmPK inhibitor = -3%; AMA1-RON2 inh = -6%
CC(C)(C)c1ccc(/C=C2\CCn3c2nc2cc(C(=O)O)ccc2c3=O)cc1 across the screens: AmpC detergent = -14%; HCV inh = 14%; AmpC no deterg = -35%; HCMV antiviral = /; TbPYK inhibitor = 1%; LmPK inhibitor = 5%; AMA1-RON2 inh = 7%
CCCNS(=O)(=O)c1ccc(CCC(=O)Nc2cc(Cl)ccc2Oc2ccccc2)cc1 across the screens: AmpC detergent = ?; HCV inh = 10µM*; AmpC no deterg = -23%; HCMV antiviral = -2; TbPYK inhibitor = 6%; LmPK inhibitor = 5%; AMA1-RON2 inh = 3%

Later entries.
SMILES	AmpC detergent	HCV inh	AmpC no deterg	HCMV antiviral	TbPYK inhibitor	LmPK inhibitor	AMA1-RON2 inh
CCOc1ccccc1C(=O)OCC(=O)NCC1CCCO1 (stereo not drawn)	3%	21%	-12%	-4	-3%	/	-10%[11.6 µM]
CC(NC(=O)c1cc(S(=O)(=O)N(C)C)ccc1N1CCCC1)C1CC2CCC1C2 (stereo not drawn)	3%	-3%	34%	-36	-4%	2%	2%
CN(c1cccc(Cl)c1)S(=O)(=O)c1cccc(C(=O)NC2=NCCS2)c1	-11%	-27%	-21%	-19	6%	2%	72%[activator]
C[C@]1(C2CCCC2)Cc2cc(OCC(=O)O)c(Cl)c(Cl)c2C1=O	/	20%	/	-18	-3%	/	-6%
CC(C)(C)CC(C)(C)N=C1NS(=O)(=O)c2cc([N+](=O)[O-])ccc21	0%	?	-21%	?	5%	-2%	1%
Cc1nn(Cc2ccccc2)c(C)c1NC(=O)c1ccc([N+](=O)[O-])cc1[N+](=O)[O-]	-4%	?	-23%	22	6%	-3%	-11%
CCOC(=O)c1c(S(=O)(=O)N2CCCC(C(=O)NCc3ccc(F)cc3)C2)c(C)n(CC)c1C (stereo not drawn)	8%	/	/	-1	0%	/	/
CN=C1SC(CC(=O)NCCc2ccc(OC)c(OC)c2)C(=O)N1C (stereo not drawn)	-14%	-13%&12%	0%	-64*!	1%&-7%	-7%	-3%&-9%
COc1ccc(-n2nc(C(=O)NCC(=O)N3CCC(C)CC3)c3ccccc3c2=O)cc1	-6%	-5%	51%	25	1%	-1%	-25%
CC(C)(C)c1ccc(C(=O)C=[N+]=[N-])cc1	-3%	13%	-35%	-8	5%	1%	3%

Reformatted as labelled records: three of the compounds above
> Cc1nn(Cc2ccccc2)c(C)c1NC(=O)c1ccc([N+](=O)[O-])cc1[N+](=O)[O-]
  AmpC detergent: -4%
  HCV inh: ?
  AmpC no deterg: -23%
  HCMV antiviral: 22
  TbPYK inhibitor: 6%
  LmPK inhibitor: -3%
  AMA1-RON2 inh: -11%

> CC(C)(C)c1ccc(C(=O)C=[N+]=[N-])cc1
  AmpC detergent: -3%
  HCV inh: 13%
  AmpC no deterg: -35%
  HCMV antiviral: -8
  TbPYK inhibitor: 5%
  LmPK inhibitor: 1%
  AMA1-RON2 inh: 3%

> CCOc1ccccc1C(=O)OCC(=O)NCC1CCCO1 (stereo not drawn)
  AmpC detergent: 3%
  HCV inh: 21%
  AmpC no deterg: -12%
  HCMV antiviral: -4
  TbPYK inhibitor: -3%
  LmPK inhibitor: /
  AMA1-RON2 inh: -10%[11.6 µM]

The listing continues:
SMILES	AmpC detergent	HCV inh	AmpC no deterg	HCMV antiviral	TbPYK inhibitor	LmPK inhibitor	AMA1-RON2 inh
COC(=O)C(F)(Sc1c(C)n(C)n(-c2ccccc2)c1=O)C(F)(F)F (stereo not drawn)	-12%	14%	-8%	-7	-14%	-1%	4%
CN(/C(=N/S(=O)(=O)c1ccccc1)c1ccccc1)S(=O)(=O)c1ccccc1	-24%	2%	-19%	5	-11%	2%	7%
CCC(=O)N1CCc2cc(Br)cc(S(=O)(=O)N3CCN(c4cccc(Cl)c4)CC3)c21	-4%	/	/	8	-2%	/	/
CC1CCCC(NC(=O)CNC(=S)N2CC3CC(C2)c2cccc(=O)n2C3)C1C (stereo not drawn)	3%	11%	23%	13	6%	-2%	-5%
CCOc1ccc(Nc2cc(C)nc(N3CCOCC3)n2)cc1	-1%	-16%	-11%	-11	-5%	-3%	0%
Cc1ccc(OCC(=O)NCCNC(=O)c2ccco2)cc1	-11%	19%	-14%	-10	-12%	-1%	-7%
Cc1cc(C)c2c(c1)OC(O)(C(F)F)CC2=O (stereo not drawn)	-4%	-37%	2%	2	-4%	-2%	-1%
O=C(NCCN1CCN(C(=O)c2c(F)cccc2F)CC1)C(=O)Nc1ccc(Cl)cc1	-1%	/	59%	6	3%	4%	9%
Cc1cc(NC(=O)COc2ccccc2)cc(-c2nc3ccccc3o2)c1O	-4%	/	/	2	3%	/	/
COc1ccc(CCNC(=O)CC2SC(=NCc3ccccc3)NC2=O)cc1 (stereo not drawn)	5%	-14%	?	?	-8%	2%	-6%
Cc1cc(NC(=O)C(C)SCC(=O)O)no1 (stereo not drawn)	?	-6%	-7%	-4	1%	11%	5%
Cc1ccc(O)c(NC(=S)NC(=O)Cc2ccc(Cl)cc2)c1	-18%	?	-42%	-23	4%	12%	3%
CCOC(=O)c1ccc(CSc2nnc3cc(C)c4ccccc4n23)cc1	0%	/	/	1	2%	/	/
O=C(CC1Nc2ccccc2NC1=O)NCCc1ccccc1 (stereo not drawn)	-3%	0%	-16%	-12	-12%	-1%	14%
COc1ccc(C2NS(=O)(=O)N=C2N)cc1 (stereo not drawn)	-2%	8%	-17%	4	-22%	0%	5%
O=C(Cc1ccc(S(=O)(=O)N2CCOCC2)s1)Nc1ccc(Br)c(C(F)(F)F)c1	/	?	/	-39	-4%	/	-13%
COc1ccc(C2(C)NC(=O)N(CC(=O)NC3CC3)C2=O)cc1 (stereo not drawn)	/	1%	-14%	-18	5%	/	3%
